Bioassay records (PubChem BioAssay)
pPAFAH FP inh – inhibitors of human plasma PAF acetylhydrolase (pPAFAH); Q13093; recombinant pPAFAH, FP-rhodamine probe fluorescence polarization; inhibition, % at 3.39 µM; actives 1.5% (n = 330,000); AID 463082;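 active = inhibition above the mean inhibition across the screen plus 3 SD, cut at about 25% in these data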;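 also: inhibitors block binding of the rhodamine activity-based probe so polarization drops; 0% = enzyme with DMSO and 100% = wells lacking pPAFAH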
PREPL inhibitor – inhibitors of human prolyl oligopeptidase-like enzyme PREPL | inhibition, % at 5.96 µM | recombinant PREPL, fluorescence polarization activity-based probe | actives 0.68% (n = 320,000) | Q4J6C6 | AID 2751; in the data active = inhibition above about 43%;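 also: 0% = enzyme with DMSO and 100% = wells lacking enzyme; many of its hits are not listed in these tables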
GSTO1 inh – GSTO1 inhibition, counter-screen for RBBP9 inhibitors; P78417; recombinant GSTO1, activity-based probe fluorescence polarization; inhibition, % at 5.96 µM; actives 1.1% (n = 300,000);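 active = inhibition above the campaign mean inhibition plus 3 SD, cut at about 35% in these data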;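 also: 0% = GSTO1-1 with DMSO and 100% = wells lacking GSTO1-1 enzyme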
Target sequence (P78417 whole entry, looked up): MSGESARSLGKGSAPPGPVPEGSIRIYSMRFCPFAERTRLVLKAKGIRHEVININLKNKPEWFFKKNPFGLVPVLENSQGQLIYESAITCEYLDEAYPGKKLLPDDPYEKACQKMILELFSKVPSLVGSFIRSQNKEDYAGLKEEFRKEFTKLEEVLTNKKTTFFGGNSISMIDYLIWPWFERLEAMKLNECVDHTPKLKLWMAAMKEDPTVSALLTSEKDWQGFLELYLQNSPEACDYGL
PAFAH1B3 inh – inhibitors of human PAFAH1B3. inhibition, % at 3.39 µM. actives 0.28% (n = 340,000). Q15102. recombinant PAFAH1B3, FP-rhodamine probe, fluorescence polarization. AID 492972;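 active = inhibition above the screen-wide average of all tested compounds plus 3 SD, cut at about 25% in these data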;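 also: 0% = enzyme with DMSO only and 100% = wells lacking PAFAH1B3 protein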
PAFAH2 FP inh – PAFAH2 (human) inhibition; Q99487; recombinant PAFAH2, FP-rhodamine activity probe, fluorescence polarization; inhibition, % at 3.39 µM; actives 0.99% (n = 340,000); AID 492956;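 active = inhibition above the mean over all tested compounds plus 3 SD, cut at about 30% in these data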;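 also: inhibitors block probe labeling of enzyme so polarization drops; 0% = enzyme with DMSO and 100% = wells lacking PAFAH2 protein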
LYPLA2 counter – blocks human lysophospholipase 2, a PME1 counter-screen | actives 0.38% (n = 320,000) | recombinant LYPLA2, FP-Rh probe fluorescence polarization | inhibition, % at 5.9 µM | AID 2177;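 active = inhibition above the screen-wide mean plus 3 SD, limit set per campaign, cut at about 26% in these data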;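 also: 0% = LYPLA2 with DMSO and 100% = wells lacking LYPLA2 enzyme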
Target sequence (O95372 whole entry, looked up): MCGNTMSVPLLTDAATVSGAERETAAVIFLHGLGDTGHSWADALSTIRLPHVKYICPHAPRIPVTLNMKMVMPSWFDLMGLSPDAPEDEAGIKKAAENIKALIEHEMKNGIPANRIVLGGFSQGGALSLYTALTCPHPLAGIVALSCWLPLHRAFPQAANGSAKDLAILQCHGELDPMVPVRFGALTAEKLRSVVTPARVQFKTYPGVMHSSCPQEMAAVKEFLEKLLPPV
PAD4 inh – blocks human protein arginine deiminase 4. recombinant PAD4, RCA probe fluorescence polarization. inhibition, % at 6.36 µM. actives 0.41% (n = 330,000);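 active = percent inhibition above a cutoff equal to the mean of all tested compounds plus 3 SD, cut at about 15% in these data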;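 also: 0% = PAD4 with RCA probe and DMSO and 100% = probe without PAD4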
PAFAH1B2 FP inh – inhibitors of human PAFAH1B2; AID 492953; recombinant PAFAH1B2, FP-rhodamine activity probe, fluorescence polarization; actives 1.2% (n = 340,000); inhibition, % at 3.39 µM; P68402;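 active = inhibition above the mean of all tested compounds plus 3 SD, cut at about 24% in these data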;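 also: 0% = enzyme with DMSO and 100% = wells lacking PAFAH1B2; many of its hits are not listed in these tables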
Target sequence (P68402 whole entry, looked up): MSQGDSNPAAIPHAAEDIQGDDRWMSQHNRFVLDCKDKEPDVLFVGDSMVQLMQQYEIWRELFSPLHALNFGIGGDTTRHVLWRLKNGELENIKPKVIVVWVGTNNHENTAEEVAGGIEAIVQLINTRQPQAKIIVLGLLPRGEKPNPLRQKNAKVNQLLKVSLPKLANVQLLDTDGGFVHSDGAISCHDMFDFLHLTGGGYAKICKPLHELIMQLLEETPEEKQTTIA
LYPLA1 inh – LYPLA1 (human) inhibition in PME1 counter-screen. AID 2174. recombinant LYPLA1, FP-Rh probe fluorescence polarization. actives 0.16% (n = 320,000). O75608. inhibition, % at 5.9 µM;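 active = inhibition above the mean of all tested compounds plus 3 SD, set per campaign, cut at about 14% in these data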;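 also: inhibitors block serine hydrolase probe labeling of LYPLA1 so polarization falls; 0% = enzyme with DMSO and 100% = wells lacking LYPLA1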
Target sequence (O75608 whole entry, looked up): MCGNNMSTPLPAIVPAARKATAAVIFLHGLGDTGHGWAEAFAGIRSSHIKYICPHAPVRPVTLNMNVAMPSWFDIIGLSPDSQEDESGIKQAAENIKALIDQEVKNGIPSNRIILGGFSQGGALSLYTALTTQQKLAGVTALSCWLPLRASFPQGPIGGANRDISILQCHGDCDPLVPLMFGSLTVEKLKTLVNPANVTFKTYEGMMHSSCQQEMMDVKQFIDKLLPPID
An asterisk follows results filed as active; / = no result given. This is a subset; rates above refer to the full screens.

smiles,PREPL inhibitor,LYPLA1 inh,pPAFAH FP inh,PAFAH2 FP inh,GSTO1 inh,PAFAH1B3 inh,LYPLA2 counter,PAD4 inh,PAFAH1B2 FP inh
CCCCCCCC(=O)N/N=C(\C)c1cccnc1,-21,3,3,9,-2,-2,5,1,1
CC1CC(NC(=O)CC#N)CC(C)(C)C1 (configuration not stated),1,-2,2,-1,5,-6,-2,-4,4
CCN(CC)c1ccc(S(=O)(=O)N2CCCCC2)cc1NC(=O)CN1C(=O)NC2(CCCC2)C1=O,-3,2,6,11,2,4,3,5,8
COc1ccc(S(=O)(=O)N2CCN(Cc3cc(=O)n4ccccc4n3)CC2)cc1,10,-1,1,10,/,5,9,6,1
COc1ccc(OC)c(S(=O)(=O)n2nnc3cc(Cl)ccc32)c1,1,-2,5,5,-4,5,-4,-2,3
COCCNC(=S)Nc1ccc(Cl)c(Cl)c1,-2,-3,1,10,7,1,0,-4,3
Cc1c(C(=O)OCC(=O)NCCN2C(=O)CSC2=O)cccc1[N+](=O)[O-],19,3,1,3,/,11,9,5,-4
COc1cccc(NC(=O)Nc2cc(C(=O)O)ccc2N2CC3CC(C2)c2cccc(=O)n2C3)c1 (configuration not stated),1,-4,34*,8,-1,8,3,-3,7
CCn1c(=O)cc(OCC(=O)NCCCN2CC(C)CC(C)C2)c2ccccc21 (configuration not stated),8,-2,3,-3,-7,2,-1,-1,5
CCc1ccccc1NC(=O)C(CC)Sc1nc2cc3c(cc2c(=O)n1Cc1ccco1)OCO3 (configuration not stated),-2,-3,0,0,6,2,-2,0,1
CC(C)(C)NC(=O)C1CCCN(S(=O)(=O)c2cccc3cccnc23)C1 (configuration not stated),1,2,2,2,3,5,-3,3,3
O=C1CC(N2CCc3ccccc32)C(=O)N1c1ccc(F)cc1 (configuration not stated),10,1,0,-3,0,4,-2,0,-5
COc1ccc(C(=O)NCc2nnc(SCC(=O)NC3=NCCS3)n2C)cc1,10,3,5,3,5,7,6,2,5
O=C(Cn1c(=O)cnc2ccccc21)NC1CCC(O)CC1 (configuration not stated),34,0,0,0,-5,3,7,-3,6
COc1cccc(NC(=S)/C(=C(\[O-])c2ccc(OC(F)F)cc2)[n+]2ccccc2)c1,20,1,6,3,16,9,0,-10,4
CC(C)[C@H](NC(=O)c1ccccc1F)C(=O)NCCc1ccccc1,21,5,1,4,-3,1,-3,3,1

4 entries out of the list above, sorted by their value in PREPL inhibitor, falling.
Compound,PREPL inhibitor,pPAFAH FP inh,PAFAH2 FP inh,PAFAH1B3 inh,PAD4 inh,PAFAH1B2 FP inh
O=C(Cn1c(=O)cnc2ccccc21)NC1CCC(O)CC1 (configuration not stated),34,0,0,3,-3,6
COc1cccc(NC(=S)/C(=C(\[O-])c2ccc(OC(F)F)cc2)[n+]2ccccc2)c1,20,6,3,9,-10,4
O=C1CC(N2CCc3ccccc32)C(=O)N1c1ccc(F)cc1 (configuration not stated),10,0,-3,4,0,-5
CC(C)(C)NC(=O)C1CCCN(S(=O)(=O)c2cccc3cccnc23)C1 (configuration not stated),1,2,2,5,3,3

(continued)
smiles,PREPL inhibitor,LYPLA1 inh,pPAFAH FP inh,PAFAH2 FP inh,GSTO1 inh,PAFAH1B3 inh,LYPLA2 counter,PAD4 inh,PAFAH1B2 FP inh
C=CCc1c(C)nc2c(C(=O)O)cnn2c1C,6,2,5,3,-1,5,-1,-1,3
Cc1cc(OCC(=O)N2CCN(c3ccccc3)CC2)c2c(C)cc(=O)oc2c1,12,1,4,-13,-2,5,8,5,2
O=C(N/N=C/c1cc(O)ccc1[N+](=O)[O-])c1ccc2c(c1)OCCO2,-4,3,-1,12,16,0,11,-5,4
CCOC(=O)CNC(=O)N1CCC(CCC(=O)N(C)Cc2ccccc2)CC1,-4,1,1,3,-1,14,9,-1,0
Cn1c(SCC(=O)N2CCCCCC2)nc2c(c1=O)SCC2,7,-2,5,-4,-2,3,1,4,11
COc1ccc(-c2c(C#N)c(C)nc3c2C(=O)c2ccccc2-3)cc1,2,3,3,9,-4,7,4,1,6
O=C(C[C@@H]1C/C=C\C[C@H](Cc2ccc(F)cc2)C(=O)OC[C@@H](Cc2c[nH]c3ccccc23)NC1=O)NCCO,32,/,2,3,/,14,/,1,5
Cn1c(Cn2c(=O)sc3ccccc32)nnc1SCC(N)=O,-2,0,-4,-5,0,5,-9,-2,4
NC(=O)C(c1ccc(Cl)cc1)c1ncc(C(F)(F)F)cc1Cl (configuration not stated),1,-2,-2,0,14,1,-2,-1,3
COc1cccc(CC(=O)OCC(=O)NC2CCCC2)c1,7,0,1,12,/,4,-7,-6,3
Cc1ccc(S(=O)(=O)N(CC(=O)N2CCC(C)CC2)c2ccccc2)cc1,-3,0,4,7,6,3,-3,-5,5
CCC(C(=O)Nc1cc(Cl)ccc1OC)c1ccccc1 (configuration not stated),1,4,3,1,6,6,3,-3,6
[O-]c1c[n+](-c2ccccc2)no1,-6,0,4,-2,7,-4,-2,-4,3
CCCOc1ccc(C(O)(CCC)CCN2CCCCC2)cc1 (configuration not stated),-3,3,0,2,8,-3,11,6,5
COC(=O)c1ccc(CSc2nnc(CS(=O)Cc3ccc(Br)cc3)n2-c2ccccc2)cc1 (configuration not stated),12,5,11,6,0,6,12,0,5
CCc1ccc(NC(=O)C2CCN(c3ncnc4c3nc3n4CCCCC3)CC2)cc1,0,-2,6,0,-1,-1,-3,0,2

Reprinted at random: two entries already listed
smiles,PREPL inhibitor,LYPLA1 inh,pPAFAH FP inh,PAFAH2 FP inh,GSTO1 inh,PAFAH1B3 inh,LYPLA2 counter,PAD4 inh,PAFAH1B2 FP inh
Cc1ccc(S(=O)(=O)N(CC(=O)N2CCC(C)CC2)c2ccccc2)cc1,-3,0,4,7,6,3,-3,-5,5
CCc1ccc(NC(=O)C2CCN(c3ncnc4c3nc3n4CCCCC3)CC2)cc1,0,-2,6,0,-1,-1,-3,0,2

Next section
smiles,PREPL inhibitor,LYPLA1 inh,pPAFAH FP inh,PAFAH2 FP inh,GSTO1 inh,PAFAH1B3 inh,LYPLA2 counter,PAD4 inh,PAFAH1B2 FP inh
COc1ccc(N(CC(=O)NCc2ccc(Cl)cc2)S(=O)(=O)c2c(C)nn(C)c2C)cc1,3,1,2,5,-4,2,-1,1,4
COC(=O)c1c(-c2ccc(OC)c(OC)c2)csc1N,4,0,-14,-3,3,1,3,-3,5
COc1ccc(CN(C(=O)c2snc(C(N)=O)c2N)C(C(=O)NC2CCCC2)c2cc(OC)ccc2OC)cc1 (configuration not stated),6,-3,2,2,-8,-1,0,2,2
COc1ccccc1N(CC(O)CN1CCCCC1)S(=O)(=O)c1ccc(C)cc1 (configuration not stated),0,-2,-5,8,-3,6,4,5,8
CC(NC1c2ccccc2-c2ccccc21)c1ccccc1 (configuration not stated),6,0,5,-3,3,11,-4,-1,-2
Cc1c(C(=O)N2CCOCC2)c(S(=O)(=O)Nc2cccc(F)c2)c(C)n1C,-1,-1,-2,-3,4,6,7,2,4
CCC/C=C1/CCCOC(C(=O)NCc2ccc(S(C)(=O)=O)cc2)(C(F)(F)F)C1 (configuration not stated),-2,-3,3,-1,8,2,-3,-4,0
Cc1cc(C(=O)COC(=O)c2ccc(NC(=O)CC#N)cc2)c(C)n1-c1ccc(OC(F)F)cc1,-5,/,13,-22,/,-27,/,-8,-16
COCCn1c(C)cc(C(=O)COC(=O)C23CC4CC(CC(O)(C4)C2)C3)c1C,-2,5,0,5,-12,11,5,-1,8
O=C(CN1C(=O)NC(c2ccccc2)(c2ccccc2)C1=O)NCc1ccc(F)cc1,-10,/,-3,3,/,13,/,-7,11
NS(=O)(=O)c1ccc(CCNC(=O)c2cc([N+](=O)[O-])ccc2N2CCOCC2)cc1,0,0,1,-3,/,6,4,3,3
Cc1cccc(C)c1NC(=O)CSc1nnnn1-c1ccc(C(=O)O)cc1,0,-8,5,2,5,5,-13,-3,8
Clc1cccc(OCc2nc(-c3ccncc3)n[nH]2)c1,34,2,-2,3,-8,-5,6,-8,-3
COC(=O)C(CC(C)C)NC(=O)C(N)Cc1ccccc1 (configuration not stated),1,2,7,-7,-4,-4,-2,2,2
COc1ccc(C(C)(C)C)cc1NC(=O)Nc1ccc2c(c1)OCO2,-4,-17,3,-2,-4,10,-9,2,1
CC(=O)Nc1ccc(OC(F)(F)Cl)cc1,-1,3,4,-8,2,9,3,-3,1
CN(C)c1ccc2c(O)cc(=O)n(C)c2c1,22,1,8,2,21,6,5,-6,-1
CC(=O)c1ccc(NCC(=O)N2CCN(c3ccccc3)CC2)cc1,42,3,10,-1,3,4,1,-4,3
Cc1nc(NCCCO)c(C#N)c2c1COC(C)(C)C2,15,3,1,-10,9,6,8,0,-1
Cc1cc(C)n2nc(CNS(=O)(=O)c3ccc([N+](=O)[O-])cc3)nc2n1,5,-1,3,-3,2,4,-5,-1,-1
O=C(NNS(=O)(=O)c1ccccc1[N+](=O)[O-])c1ccc(F)cc1,4,6,2,-4,2,-8,11,-4,5
CC1Cc2cc(/C(O)=C3\C(=O)C(=O)N(Cc4ccncc4)C3c3ccccc3F)ccc2O1 (configuration not stated),9,3,-2,-2,1,2,-4,-1,-1
Nc1scn[n+]1Cc1cccc2cccnc12,-16,1,-3,-1,-6,10,2,-4,3
Cc1c(O)ccc(C(=O)CN2CCN(c3ccccc3)CC2)c1O,7,-2,2,2,0,3,-3,2,0
CCN(CC)c1ccc(CN2CCCCCC2)cc1,6,0,3,-2,-7,2,5,-4,0
CC1(C)CSC(=S)N1S(=O)(=O)c1ccccc1,-6,-3,-1,-3,2,-4,2,2,2
CCOc1ccc(CN2C(=O)c3ccccc3Sc3ccc(C(=O)NCCCN4CCOCC4)cc32)cc1,5,-3,-4,8,-6,2,4,2,3
COc1cc(/C=N/NC(=O)c2cc(-c3ccccc3Cl)nc3ccccc23)cc(OC)c1O,10,-10,14,6,2,9,3,-1,11
CCCCCCc1c(C)c2ccc(OCC(=O)N3CCC[C@H]3C(=O)O)c(C)c2oc1=O,-4,-4,24,9,-32,14,3,4,4
Cc1ccc(C(=O)Nc2ncc(Cc3ccc(SC(F)F)cc3)s2)cc1,-6,0,3,2,1,3,5,1,-3
CCOC(=O)c1cn(Cc2c(C)c(C)c(C)c(C)c2C)nn1,-14,-3,1,-1,6,-3,0,8,0
Cc1nc2ccccc2n1CC(=O)NN,6,-3,0,9,1,10,-2,-2,2
CC1CCCC(NC(=O)c2cccc(S(=O)(=O)NCc3ccccc3)c2)C1C (configuration not stated),-1,-1,3,1,/,0,1,1,30*
CC(C)OC(=O)Cn1cnc2ccc(Br)cc2c1=O,-5,0,-4,-3,-9,2,-4,-1,5
O=[N+]([O-])c1ccc(CSc2nc3ccccc3[nH]2)cc1,20,-4,0,-10,0,-3,-1,0,5
O=C(NCCc1ccc(Cl)cc1)C1CC(=O)N(C2CCCC2)C1 (configuration not stated),16,3,1,104*,0,3,9,1,13
COc1ccc(NC(=S)NCCN2CCOCC2)cc1,16,2,1,-1,1,14,5,-2,3
CCOC(=O)C1CCN(C(=O)C2CCN(c3ncnc4c3nc3n4CCCCC3)CC2)CC1,10,3,9,-3,-2,5,7,0,1
CCCn1c(C)cc(C(=O)COC(=O)c2c(C)nn(-c3ccccc3)c2C)c1C,3,-2,7,6,-3,-2,12,0,-5
O=C(CN(C(=O)CNS(=O)(=O)c1ccc(F)cc1)c1cccc(F)c1)NCC1CCCO1 (configuration not stated),12,5,4,-3,0,10,0,-2,3
COc1ccc(NC(=O)Nc2cccc(NC(C)=O)c2)c(OC)c1,6,-1,-3,-1,-3,0,-4,-3,4
